NR5A2 inv ag – inverse agonists of human LRH-1 (NR5A2) | AID 602396 | inhibition, % at 3.6 µM | hit rate 0.13% among 360,000 | HEK293T StAR-luciferase reporter, LRH-1 transfected, 24 h;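 active means inhibition above the mean inhibition of all tested compounds plus 3 SD, cut at about 73% in these data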;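 further: 0% = DMSO wells and 100% = reporter-only cells lacking LRH-1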
Target sequence (O00482 whole entry, looked up): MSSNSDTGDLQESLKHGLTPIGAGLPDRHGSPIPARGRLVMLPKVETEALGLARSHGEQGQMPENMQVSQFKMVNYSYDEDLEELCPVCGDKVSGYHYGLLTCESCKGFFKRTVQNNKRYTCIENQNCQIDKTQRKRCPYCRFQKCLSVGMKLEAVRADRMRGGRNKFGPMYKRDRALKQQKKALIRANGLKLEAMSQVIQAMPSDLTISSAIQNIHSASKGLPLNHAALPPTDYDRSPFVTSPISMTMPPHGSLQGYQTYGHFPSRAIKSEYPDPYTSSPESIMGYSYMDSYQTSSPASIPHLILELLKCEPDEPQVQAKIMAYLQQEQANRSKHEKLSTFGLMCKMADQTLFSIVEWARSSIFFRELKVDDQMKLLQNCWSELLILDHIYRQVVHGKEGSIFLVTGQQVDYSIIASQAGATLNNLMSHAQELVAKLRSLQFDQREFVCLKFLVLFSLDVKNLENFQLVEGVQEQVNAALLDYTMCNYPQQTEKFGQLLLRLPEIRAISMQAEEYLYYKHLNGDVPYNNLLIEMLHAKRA
TWEAK Fn14 block – inhibitors of TWEAK-Fn14 interaction signaling. TWEAK-stimulated Fn14 reporter cells, luciferase luminescence, 8 h. inhibition, % at 10 µM. hit rate 2% among 360,000; in the data active means inhibition above about 50%
NR2F2 inh – NR2F2 (human) inhibition, primary screen; P24468; HEK293T NGFI-A luciferase reporter, luminescence; inhibition, % at 8.6 µM; hit rate 0.7% among 370,000;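 active means inhibition above a per-plate cutoff, mean inhibition of test wells between control levels plus 3 SD, cut at about 38% in these data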;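 further: cells cotransfected with COUP-TFII expression vector driving the NGFI-A reporter; 0% = median of COUP-TF2 test wells and 100% = reporter-only cells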
Target sequence (P24468 whole entry, looked up): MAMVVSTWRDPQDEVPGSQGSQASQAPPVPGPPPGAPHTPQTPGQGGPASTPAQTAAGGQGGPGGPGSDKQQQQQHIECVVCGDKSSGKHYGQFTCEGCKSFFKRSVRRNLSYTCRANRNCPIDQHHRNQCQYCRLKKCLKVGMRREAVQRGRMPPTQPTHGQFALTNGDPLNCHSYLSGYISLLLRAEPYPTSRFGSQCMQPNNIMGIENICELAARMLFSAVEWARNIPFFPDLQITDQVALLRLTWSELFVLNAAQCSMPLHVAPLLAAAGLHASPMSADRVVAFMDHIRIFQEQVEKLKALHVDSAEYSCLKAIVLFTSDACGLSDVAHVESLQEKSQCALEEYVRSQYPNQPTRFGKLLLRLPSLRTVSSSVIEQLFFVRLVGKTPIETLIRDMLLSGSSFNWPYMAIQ
EBV LMP1 NFkB – inhibitors of Epstein-Barr LMP1-induced NF-kappaB reporter; hit rate 0.69% among 350,000; LMP1-induced NF-kappaB luciferase reporter cells, luminescence; inhibition, % at 12.5 µM; in the data active means inhibition above about 41%;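 further: 0% = neutral control wells and 100% = reference inhibitor control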
NCOA3 inh – human NCOA3 inhibition; AID 588352; inhibition, % at 3.6 µM; HEK293 GAL4-SRC3 luciferase reporter, luminescence; hit rate 0.17% among 360,000;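 active means inhibition above a per-campaign cutoff, the mean of all compounds plus 3 SD, cut at about 60% in these data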;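 further: 0% = DMSO-treated cells and 100% = gossypol-treated cells at 36 µM; higher means less SRC3-driven luciferase light from the GAL4 reporter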
C8 TRAIL sens – caspase-8 TRAIL sensitization | NB7+C8 cells + TRAIL, ATPlite viability luminescence | inhibition (viability loss, TRAIL sensitization), % at 10 µM | hit rate 1% among 360,000 | AID 624354;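 active means compounds causing at least 50% loss of cell viability in the single-dose screen, relative to plate controls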
TROY NFkB inh – TROY signaling inhibition; inhibition, % at 10 µM; AID 1347056; Q293 LMP1-TROYcd NF-kB luciferase reporter, 4 h; hit rate 0.98% among 360,000;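 active means compounds whose plate-normalised and pattern-corrected inhibition of the luciferase reporter signal at the single screening dose is 50% or more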
Shn3 3UTR inh – reduces Shn3 3'UTR luciferase signal in osteoblasts; Clone20 osteoblast Shn3 3'UTR firefly luciferase, 24 h; inhibition, % at 12.5 µM; hit rate 0.52% among 360,000; AID 588674;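 active means mean inhibition of at least 75% with every replicate also reaching 75%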;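 further: 0% = median of neutral control wells and 100% = pilot-screen positive control compound; some compounds past the cut are filed as inactive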
CF NFkB block – blocks PAF-induced NF-kB reporter in cystic fibrosis cells; KKLEB NF-kB-GFP reporter, GFP fluorescence overnight; inhibition, % at 5 µM; hit rate 0.86% among 360,000;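 active means at least 50% inhibition at 5 µM, scaled per plate between neutral and stimulator controls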;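 further: PAF is a Pseudomonas aeruginosa culture filtrate used as stimulus; plate controls were PAF-stimulated DMSO wells for no effect and unstimulated DMSO wells for full effect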
SRC1 inh – human NCOA1 inhibition; Q15788; HEK293 GAL4-SRC1 luciferase reporter, luminescence; inhibition, % at 3.6 µM; hit rate 0.12% among 360,000;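 active means inhibition above the campaign mean plus 3 SD, with each screening campaign given its own cutoff, cut at about 60% in these data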;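 further: 0% = DMSO treated cells and 100% = gossypol at 36 µM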
KKLEB cytotox – CF airway cell cytotoxicity counter-screen | KKLEB CF airway cells viability, ATPlite luminescence, overnight; hits give low values; cells stimulated with P. aeruginosa culture filtrate | activity change (cytotoxicity), % at 5 µM | hit rate 0.36% among 360,000 | AID 602141;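 active means corrected activity change at or below -50% at 5 µM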
Starred values were filed as active, the others as inactive; / = no result given. Some of the compounds tested. The share of hits here may be higher or lower than overall.

Under each structure – NR5A2 inv ag, TWEAK Fn14 block, NR2F2 inh, EBV LMP1 NFkB, NCOA3 inh, C8 TRAIL sens, TROY NFkB inh, Shn3 3UTR inh, CF NFkB block, SRC1 inh, KKLEB cytotox
CCN(CC(=O)Nc1c(F)cccc1F)C(=O)C1CCN(C(=O)c2ccc(Cl)cc2)CC1
 : -3, 3, -2, -1, 2, 18, -3, 10, -3, -30, 16
O=C(/C=C/c1ccccc1Cl)NC1CCS(=O)(=O)C1 (stereo not drawn)
 : 10, 6, 3, 0, 8, 2, -3, 2, -6, -5, 4
COc1ccc(/C=C2\SC(=S)N(CCCC(=O)N3CCN(C)CC3)C2=O)cc1OC
 : -11, 28, -4, 0, -13, 2, 17, -3, -11, 11, -2
CCCC(=O)NC(=S)Nc1ccccc1N1CCOCC1
 : 7, -16, 6, 11, 15, -1, -3, -17, 12, -6, -10
NC(=O)c1c(NC(=O)Cc2ccccc2)sc2c1CCN(Cc1ccccc1)C2
 : 19, 1, 14, -4, 20, 11, -2, 31, -8, -13, 3
CCCn1c(N)c(C(=O)CSc2nc(C3CC3)n(-c3ccccc3)n2)c(=O)[nH]c1=O
 : -5, 13, 16, 0, 13, -10, -6, 3, 10, -19, 6
C/C(=N/NC(=O)c1cccs1)c1cccc(N)c1
 : -125, -18, -57, -9, -69, 4, -59, -67, 12, -92, 16
Cc1ccc(CN2CC(C(=O)N3CCN(S(=O)(=O)c4ccc(C)cc4C)CC3)CC2=O)cc1 (stereo not drawn)
 : 13, -4, -22, 3, 8, -6, 16, 6, -4, -8, 4
Cc1cc(C)c(S(=O)(=O)N(CC(=O)N2CCCC2)C2CCCCC2)c(C)c1
 : 15, -3, 31, 4, 13, -9, -3, 12, 8, -2, -9
CC1=NN(C(C#N)c2c(C)nn(Cc3ccccc3)c2C)C(C)(C)C1 (stereo not drawn)
 : 3, -4, -4, 57*, 9, -2, -7, -3, -3, 1, 6
O=C(NNC(=S)NCc1ccc(Cl)cc1)c1ccc(Br)o1
 : 3, 8, 11, -9, 5, -2, -13, -7, -9, -23, 1
COc1ccccc1S(=O)(=O)N1CCNC(=O)C1
 : -7, -6, 12, -2, -6, -13, -15, 1, 14, 13, 24
CCOc1ccc(C(=O)COc2ccc(NC(C)=O)cc2)cc1
 : -11, 41, -2, -25, -7, -9, /, -1, 5, -8, -1
COc1cc2c(C(=O)N3CCN(C)CC3)c(C)oc2cc1Br
 : 20, 11, 1, -4, -2, 2, 15, 9, 4, 13, -5
COC(=O)c1ccc2c(c1)S(=O)(=O)NC2C (stereo not drawn)
 : 9, -6, -10, /, /, -7, -15, /, /, /, /
CN(C)c1nc(N)c([N+](=O)[O-])c(N2CCCCCC2)n1
 : 3, -2, 12, /, -8, -12, 9, 10, 29, 4, -12
Cc1ccccc1OCCC(=O)NCCc1ccc(S(N)(=O)=O)cc1
 : -28, 3, 4, -1, 7, 3, -16, -3, -2, -15, 8
O=C(NC1CC1)C1=C[C@H](C2CCCCC2)C[C@H](OCc2ccc(CO)cc2)O1
 : -2, -15, 7, 4, -17, -3, -15, 17, -2, -12, 11
O=C1OCCC1Sc1nnc(-c2cccc(Br)c2)o1 (stereo not drawn)
 : 11, -9, 1, -2, 9, -1, -5, -10, -2, 10, 1
Cc1ccc(-c2cn3cccc(C)c3n2)cc1
 : -135, 33, -9, -4, -137, 36, -44, -33, -29, -103, -3
CC(C)CC(=O)Nc1nc(-c2ccc(S(=O)(=O)N3CCOCC3)cc2)cs1
 : 5, 6, 6, 12, 2, 13, 16, 57, -14, -54, -6
Cc1ccc(NCC(=O)Nc2ccc(Br)cc2)cc1C
 : -10, -15, -3, -25, -14, -11, -10, -20, 0, -59, 2
COc1ccc(N2CCN(C(=O)c3ccc(CS(=O)(=O)c4ccc(OC)cc4)o3)CC2)cc1
 : 0, -6, -4, -12, 2, -1, -3, 3, -13, 5, -2
CC(C(=O)Nc1cccc(S(=O)(=O)N2CCOCC2)c1)N1CCN(C)CC1 (stereo not drawn)
 : 14, -5, -4, -4, -13, -5, 9, -4, -23, -30, 9
CC(C)NC(=O)N(C)C[C@@H]1OCCCC[C@@H](C)Oc2ccc(NC(=O)Nc3ccc(F)cc3)cc2C(=O)N([C@H](C)CO)C[C@@H]1C
 : -23, 9, 13, /, 15, -14, -1, -17, -19, 6, 8
COc1cc(NS(=O)(=O)c2ccc(Nc3nc(-c4ccccc4)cs3)cc2)nc(OC)n1
 : -14, 9, -3, 9, 1, 2, 46, -4, -22, -4, -25
Cc1onc(-c2ccccc2)c1-c1n[nH]c(=S)n1-c1ccc(C(=O)O)cc1
 : 8, -1, 1, -3, 8, -5, 11, 4, 1, -10, 1
COc1ccc(C(=O)NCCSc2ccc(C)cc2)cc1
 : 6, -32, -10, -5, 23, 5, -8, -11, 7, -24, 3
C[C@@H](C(=O)Nc1cccnc1)n1c(=O)[nH]c2ccccc2c1=O
 : -10, 0, 4, -1, 7, 1, -3, 5, -1, -13, 10
O=C(NC1CC(=O)N(c2ccccc2)C1)C1CC1 (stereo not drawn)
 : -2, 8, 3, 3, -4, -6, -6, -17, 8, 28, -10
CC(C)(C)c1nc2scc(-c3cccs3)c2c(=O)o1
 : -10, 2, 1, 8, 18, 19, -10, 3, 14, -14, -8
CCCCOc1ccc(S(N)(=O)=O)cc1
 : 13, -16, -9, -22, -1, 0, -14, 3, 2, 7, 0
O=S(=O)(NC1CCCCC1)c1cccs1
 : 8, 10, -14, 5, 17, -18, 21, 12, -6, -6, 9
CC(=O)OC[C@@H]1CN(Cc2cccc(C(F)(F)F)c2)C[C@H](n2cnc3c(NCc4ccco4)ncnc32)O1
 : 6, 9, 8, /, -17, -4, 11, 18, -18, 13, 10
COc1ccc(CCNC(=O)c2oc3ccc(S(=O)(=O)N4CCOCC4)cc3c2C)cc1OC
 : 0, 13, 18, 9, 1, -3, 2, 1, 29, 1, -23
O=C(/C=C/c1cccs1)c1ccco1
 : 0, -1, 6, -179, -10, -16, 2, 3, -3, -3, -5
COc1ccc(C(=O)COC(=O)c2ccccc2O)c(OC)c1
 : -58, -20, -47, 22, -65, 13, -47, -79, -9, -107, 27
CC(C)(C)CNC(CO)C12CC3CC(CC(C3)C1)C2 (stereo not drawn)
 : -4, -2, 1, -3, 11, -8, 10, 2, 0, -5, 11
CCc1nc2c(OC)cccn2c1N(C)C(=O)c1ccccc1F
 : 10, -8, -1, /, -12, -4, 22, -11, 7, -2, -9
Cc1cc(C)c2oc(C(=O)N3CCN(Cc4ccccc4)CC3)cc(=O)c2c1
 : 12, -11, -2, 11, -16, 15, 1, 3, 14, -12, -11

Another view of three compounds above.
smiles: Cc1ccc(NCC(=O)Nc2ccc(Br)cc2)cc1C
  NR5A2 inv ag = -10
  TWEAK Fn14 block = -15
  NR2F2 inh = -3
  EBV LMP1 NFkB = -25
  NCOA3 inh = -14
  C8 TRAIL sens = -11
  TROY NFkB inh = -10
  Shn3 3UTR inh = -20
  CF NFkB block = 0
  SRC1 inh = -59
  KKLEB cytotox = 2
smiles: COc1ccc(N2CCN(C(=O)c3ccc(CS(=O)(=O)c4ccc(OC)cc4)o3)CC2)cc1
  NR5A2 inv ag = 0
  TWEAK Fn14 block = -6
  NR2F2 inh = -4
  EBV LMP1 NFkB = -12
  NCOA3 inh = 2
  C8 TRAIL sens = -1
  TROY NFkB inh = -3
  Shn3 3UTR inh = 3
  CF NFkB block = -13
  SRC1 inh = 5
  KKLEB cytotox = -2
smiles: CC(C(=O)Nc1cccc(S(=O)(=O)N2CCOCC2)c1)N1CCN(C)CC1 (stereo not drawn)
  NR5A2 inv ag = 14
  TWEAK Fn14 block = -5
  NR2F2 inh = -4
  EBV LMP1 NFkB = -4
  NCOA3 inh = -13
  C8 TRAIL sens = -5
  TROY NFkB inh = 9
  Shn3 3UTR inh = -4
  CF NFkB block = -23
  SRC1 inh = -30
  KKLEB cytotox = 9

The list continues:
Structure | NR5A2 inv ag | TWEAK Fn14 block | NR2F2 inh | EBV LMP1 NFkB | NCOA3 inh | C8 TRAIL sens | TROY NFkB inh | Shn3 3UTR inh | CF NFkB block | SRC1 inh | KKLEB cytotox
S=c1[nH]nc(COc2ccccc2)n1/N=C/c1ccccc1Cl | 6 | -2 | 9 | 6 | 8 | 11 | -3 | 0 | 2 | 4 | 6
Cc1nnc(C)n1/N=C/c1cc(Br)cc(Br)c1O | 7 | 19 | 1 | 6 | 8 | -12 | 8 | 17 | 13 | -9 | 20
COc1ccccc1OCCNC(=O)c1cc([N+](=O)[O-])cc([N+](=O)[O-])c1 | 18 | 4 | -25 | 9 | 2 | 3 | -1 | -50 | 2 | -22 | -23
Cc1ccc(OCc2cc(C(=O)N3CCC(c4ccccc4Cl)C3)no2)cc1C (stereo not drawn) | -55 | -21 | -17 | -26 | -70 | -14 | -35 | -83 | -16 | -49 | 6
O=C(Nc1ccccc1)/C(=C/c1ccc([N+](=O)[O-])cc1)NC(=O)c1ccccc1 | -3 | -15 | -26 | -2 | 15 | -4 | -28 | -12 | -30 | -9 | -13
CC(=O)Nc1cccc(NC(=O)COc2ccc3c(c2)CCC3)c1 | -17 | 2 | -20 | -8 | -3 | 12 | -25 | -22 | 3 | -45 | 10
C=CCn1c(SCC(=O)c2ccccc2)nnc1-c1cc2ccccc2o1 | -9 | 21 | -3 | -11 | -15 | -3 | 1 | 21 | 6 | -52 | 2
CCc1nc2ccc(C(=O)NCCc3ccccn3)cn2c1N(C)Cc1cccs1 | -4 | 9 | 5 | / | 11 | 2 | -33 | 15 | 1 | -4 | -5
Cc1ccc(NC(=O)Cn2nnc(C(=O)NCCc3ccccc3)c2N)c(C)c1 | 0 | -1 | / | 8 | -23 | 2 | -7 | 6 | 22 | -26 | -32
O=S(=O)(c1ccc(F)cc1)c1snnc1-c1ccccc1 | 8 | 64* | 14 | -4 | 41 | -23 | 27 | 57 | 36 | 16 | -34
CCn1cc(C2=NC(CC(C)C)CO2)c2ccccc21 (stereo not drawn) | -14 | -23 | 7 | -11 | -3 | -5 | -23 | -21 | 5 | -24 | -6
Cc1cccc(NS(=O)(=O)c2ccc3[nH]c(=O)cc(C(=O)O)c3c2)c1 | 12 | 1 | 17 | -5 | 2 | 6 | -11 | -5 | -5 | 2 | 14
COCCCNCCCCOc1ccccc1-c1ccccc1 | -6 | -10 | -31 | 1 | 30 | -6 | 2 | 3 | -1 | 8 | -4
CC[C@]12c3[nH]c4ccc(OC)cc4c3CCN1C(=O)C(CC(=O)NCc1cccc(C(F)(F)F)c1)C[C@@H]2C(=O)N1CCN(C(=O)c2ccco2)CC1 (stereo partly drawn) | 8 | 19 | 14 | -1 | 7 | -15 | 2 | -1 | 4 | -12 | -6
O=C(O)C1CC(=O)N(c2ccc(OCc3ccc(Cl)cc3Cl)cc2)C1 (stereo not drawn) | -6 | -24 | 7 | -3 | -3 | -11 | 3 | 5 | 12 | -8 | -3

Assay outcomes from PubChem BioAssay.
